Bioassay records (PubChem BioAssay)
BAZ2B inh: BAZ2B (human) inhibition; 360,000 tested, 4.4% active; Potency, µM (doses to about 114 µM), without a hit: at the highest dose activity change, negative = inhibition, usual class: inhibitors; Q9UIF8; AlphaScreen BAZ2B-H3K14Ac peptide displacement; note: % is set by controls: 0 for no effect and ±100 for the full control effect; nearly all actives have a fitted effect of over 60% in size
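BAZ2B 50 nM plus b-H3(5-23)K14Ac 50 nM, PBS pH 7.4/0.01% Tween-20, 30 min RT; compound added (max 110 uM), 30 min RT; streptavidin donor/Ni-chelate acceptor beads 10 ug/mL final, 20 min dark; AlphaScreen read.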
POLI inh: DNA polymerase iota (human) inhibition | Q9UNA4 | Pol iota fluorescent replication assay, 10 min | Potency, µM (top dose mostly 115 µM), without a hit: top-dose activity, negative = inhibition, hits mostly inhibitors | 390,000 tested, 1% active | AID 588590
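Fluorescent replication assay read twice, at 0 min and 10 min after adding 50 nM (final) substrate. Enzyme (10 nM) and compounds were first incubated 15 min at room temperature; enzyme-free buffer wells were negative controls.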
HP1b chromo inh: blocks HP1-beta chromodomain binding to methylated histone tails | 390,000 tested, 0.56% active | AID 540317 | AlphaScreen HP1-beta / biotin-H3K9me3 peptide binding | P83916 | Potency, µM (series often up to 114 µM), without a hit: at the highest dose activity change, negative = inhibition, actives largely listed as inhibitors; note: nearly all actives have a fitted effect of over 70% in size; inactives centre near 23
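AlphaScreen: HP1-beta (50 nM) preformed 30 min with biotin-H3(1-18)K9me3 peptide (50 nM) in PBS pH 7.4, 0.01% Tween-20. Compound added for 30 min at RT, then streptavidin donor/nickel chelate acceptor beads (10 ug/mL) for 30 min.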
BLM inh: Bloom syndrome helicase (human) inhibition. P54132. recombinant BLM DNA unwinding, fluorescence dequenching. Potency, µM (top dose mostly 56.1 µM), for inactives: at the top dose activity change, negative = inhibition, usual class: inhibitors. 350,000 tested, 0.2% active. AID 2528;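 note: plate controls were vehicle for no effect and no enzyme for full effect; nearly all actives have a fitted effect of over 35% in size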
JMJD2A Tudor inh: inhibitors of human JMJD2A Tudor domain; AlphaScreen JMJD2A-Tudor / H3K4me3 peptide binding; Potency, µM (highest dose often 114 µM), without a hit: top-dose activity change, negative = inhibition, usual class: inhibitors; 390,000 tested, 4.4% active; AID 504339; note: % is set by controls: 0 for no effect and ±100 for the full control effect; nearly all actives have a fitted effect of over 50% in size
Tb PGK inh: blocks T. brucei phosphoglycerate kinase; P07378; PGK/GAPDH coupled, Kinase-Glo luminescence, 60 min; Potency, µM (top dose mostly 57.5 µM), inactives show at the top dose activity change, negative = inhibition, most hits filed as inhibitors; 380,000 tested, 0.043% active; note: % is set by controls: 0 for no effect and ±100 for the full control effect; nearly all actives have a fitted effect of over 60% in size
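Recombinant glycosomal PGK reaction used 1,3-bisphosphoglycerate generated in-well by GAPDH (100nM final) in 100mM TEA pH 7.6, 5mM MgCl2, 0.01% Tween-20. After 60 minutes at room temperature, ATP was read by Kinase-Glo Plus luminescence end-point.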
Pin1 inhibitor: human Pin1 inhibition; Pin1 FP peptide displacement, HiFluor488, 10 min; Potency, µM (highest dose often 115 µM), inactives show top-dose activity, negative = inhibition, most hits filed as inhibitors; 390,000 tested, 0.009% active; active = well fitted inhibition curve with a large enough effect in the polarisation, with a control signal flat, not every such curve was filed as active; inconclusive = small, poorly fitted or top-dose-only effect, or effect the other way, or a change in a side signal; inactive = no such curve, though single readings can be large or run the other way; the % refers to the polarisation; note: % is set by controls: 0 for no effect and ±100 for the full control effect
GLS inh: inhibitors of human glutaminase (GLS) | O94925 | GLS enzymatic activity, qHTS titration | Potency, µM (top dose mostly 45.5 µM), for the others: top-dose activity change, negative = inhibition, usual class: inhibitors | 410,000 tested, 0.21% active; note: % is set by controls: 0 for no effect and ±100 for the full control effect
Target sequence (O94925 whole entry, looked up): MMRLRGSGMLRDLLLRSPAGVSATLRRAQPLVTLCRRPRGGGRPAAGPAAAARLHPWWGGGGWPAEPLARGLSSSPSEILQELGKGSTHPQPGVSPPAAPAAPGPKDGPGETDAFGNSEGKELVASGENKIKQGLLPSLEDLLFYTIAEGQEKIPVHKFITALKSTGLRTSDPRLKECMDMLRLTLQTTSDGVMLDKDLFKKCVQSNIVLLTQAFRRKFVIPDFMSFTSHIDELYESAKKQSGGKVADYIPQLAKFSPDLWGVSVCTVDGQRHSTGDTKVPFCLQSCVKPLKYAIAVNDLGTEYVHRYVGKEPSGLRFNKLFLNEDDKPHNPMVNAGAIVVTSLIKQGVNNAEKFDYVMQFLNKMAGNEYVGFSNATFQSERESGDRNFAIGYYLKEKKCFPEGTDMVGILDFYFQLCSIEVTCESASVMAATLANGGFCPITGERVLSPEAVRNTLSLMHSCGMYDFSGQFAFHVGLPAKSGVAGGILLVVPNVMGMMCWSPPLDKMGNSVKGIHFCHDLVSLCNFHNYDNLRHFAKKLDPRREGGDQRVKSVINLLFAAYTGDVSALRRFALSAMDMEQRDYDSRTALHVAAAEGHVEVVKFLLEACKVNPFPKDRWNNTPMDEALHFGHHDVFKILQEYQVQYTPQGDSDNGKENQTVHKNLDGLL
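Read-out is an Amplex red fluorescence increase coupled through glutamate oxidase and HRP, measured before and after 30 min room-temperature incubation. hKGA is in 45 mM KH2PO4 (pH 8.2) with 0.02% Tween-20; glutamine added as 1mM solution.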
G9a block: inhibitors of human histone lysine methyltransferase G9a. G9a H3K9 monomethylation, AlphaScreen, 2 h. Q96KQ7. 350,000 tested, 8.8% active. Potency, µM (highest dose often 102 µM), inactives show at the highest dose activity, negative = inhibition, hits mostly inhibitors; note: % is set by controls: 0 for no effect and ±100 for the full control effect; nearly all actives have a fitted effect of over 75% in size
Target sequence (Q96KQ7 913-1193 limits assumed): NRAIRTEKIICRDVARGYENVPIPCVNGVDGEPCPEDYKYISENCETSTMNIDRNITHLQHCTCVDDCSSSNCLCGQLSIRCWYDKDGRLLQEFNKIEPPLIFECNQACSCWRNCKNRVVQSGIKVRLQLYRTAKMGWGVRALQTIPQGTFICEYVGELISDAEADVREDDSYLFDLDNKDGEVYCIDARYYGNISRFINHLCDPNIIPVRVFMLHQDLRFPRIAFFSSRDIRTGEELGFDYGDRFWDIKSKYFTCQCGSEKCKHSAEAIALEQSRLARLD
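Methyltransferase reactions run at room temperature for 2 h (20 nM enzyme, 500 nM biotin-H3K9 peptide, 20 uM SAM) after a 15 min compound preincubation; product detected by AlphaScreen beads and anti-H3K9me1 antibody.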
The depositor's hits bear a star; i = inactive; ? = inconclusive; nt = no result given; [ ] = another dose, or the depositor's remark. Unless noted, calls come from the whole dose curve; as a rule, active = well fitted curve in the direction sought with a large enough effect; inconclusive = small, poorly fitted or top-dose-only effect, or another doubt; inactive = no such curve, though single readings can be large; an effect the other way counts as inactive or inconclusive. Potency is the fitted concentration of half-maximal effect. An excerpt; the hit share may differ from the screen's.

smiles,BAZ2B inh,POLI inh,HP1b chromo inh,BLM inh,JMJD2A Tudor inh,Tb PGK inh,Pin1 inhibitor,GLS inh,G9a block
COc1ccc(-c2noc(N3CCC(C(=O)Nc4ccccc4OC)CC3)n2)cc1,-1%,17%,42%[activator],-7%,-3%,-1%,?,-2%,nt
CC1(C)CC(=O)c2cc(-c3nc(-c4ccc(Cl)cc4)cs3)c(=O)n(-c3cccc(F)c3)c2C1,17%,14%,53%[activator],-5%,28%,6%,9%,0%,-48%[59 µM]
Fc1ccccc1CSc1nnc(-c2ccccc2)o1,186%[activator],0%,151%[activator],-7%,93%[activator],-12%,1%,-1%,68%[activator][59 µM]
CCC1=C(c2ccc(C)cc2)S(=O)(=O)N=C1N1CCC(C(=O)NCc2ccc(C)cc2)CC1,-2%,-10%,32%,-5%,-24%,6%,-2%,0%,-23%[59 µM]
C=C(C)[C@H]1CC=C(C)C(=O)C1,8%,-3%,36%,-2%,1%,1%,-2%,-4%,9%[0.501 µM]
COc1ccc(C(=O)OC(C)C(=O)Nc2cc(C(F)(F)F)ccc2Cl)c(OC)c1OC (stereo not given),13%,-17%,64%[activator],-1%,21%,-10%,-5%,-1%,38%[59 µM]
Cc1ccc(C)c(N2CCN(C(c3ccncc3)c3nnnn3Cc3ccccc3)CC2)c1 (stereo not given),?,-2%,4%,2%,79µM*,-6%,7%,-8%,3.2µM*
COc1ccc(N(C)S(=O)(=O)c2cccc(C(=O)Nc3cccc(C(=O)NC4CC4)c3)c2)cc1,1%,2%,28%,nt,-22%,-21%,13%,0%,?
COc1cccc(/C=C/C(=O)OCC(=O)c2c[nH]c3ccccc23)c1OC,0%,-13%,23%,-6%,-14%,i,12%,3%,1%[59 µM]
CCc1ccc(CNCc2c(C(=O)O)n(Cc3ccc(F)cc3Cl)c3cc(OC)ccc23)cc1,-4%,?,4%,-5%,-19%,-10%,0%,4%,-2%[59 µM]
CCCCC(=NCCc1c(C)[nH]c2ccccc12)C1=C(O)CC(c2ccccc2)CC1=O (stereo not given),?,20%,13%,-9%,?,-1%,31%[activator],0%,?
CC1(C)CC(=O)C(CC2=C(N)CC(C)(C)CC2=O)=C(N)C1,-5%,-11%,25%,-3%,-8%,-7%,-3%,2%,4%[12.7 µM]
O=C(CCCSc1nc2ccccc2[nH]1)NC1CCCCC1,-15%,6%,24%,-2%,-4%,-1%,-4%,-1%,15%[59 µM]
COc1cc2c(=O)c(C(=O)c3ccc(F)cc3)cn(Cc3cccc(F)c3)c2cc1OC,-24%,4%,23%,-1%,-15%,5%,?,1%,9%[59 µM]
CCOC(=O)c1c(CC(C)C)csc1NC(C)=O,54%[activator],17%,83%[activator],-3%,30%,0%,-8%,-1%,15%[12.7 µM]
O=c1[nH][nH]c(-c2ccccc2)c1C=Nc1ccc(C(F)(F)F)cc1,?,8%,12%,-5%,-24%,-7%,-6%,12%,?
NC(=O)c1cc([N+](=O)[O-])ccc1NCCN1C(=O)c2ccc(C(=O)O)cc2C1=O,-35%,?,20%,-1%,-14%,2%,-3%,12%,-40%
COc1ccc(Cl)cc1S(=O)(=O)N1CCCC(C(=O)N2CCCC2)C1 (stereo not given),3%,43%[activator],23%,0%,-8%,3%,-1%,3%,nt
N#C/C(=C\c1cn(CCOc2ccccc2)c2ccccc12)C(=O)NCc1cccs1,-1%,22%,16%,-3%,-15%,-6%,?,-16%,-3%[59 µM]
Cc1ccccc1N1CC(C(=O)Nc2ccc3c(c2)OCO3)CC1=O (stereo not given),?,20%,-25%,-7%,-35%,-3%,2%,-5%,9%
Cc1ccccc1C(=O)Nc1sc2c(c1C(=O)N1CCCCC1)CCC(C)C2 (stereo not given),?,4%,9%,-8%,-27%,4%,-8%,3%,-33%[59 µM]
COc1cccc(NC(=O)NC2CC(=O)N(c3ccc4c(c3)OCCO4)C2)c1 (stereo not given),9%,36%[activator],20%,nt,-16%,5%,1%,17%,-5%
CCc1nnc2c(NCc3ccc(F)cc3)nc3ccccc3n12,1%,12%,40%[activator],-7%,-17%,i,3%,8%,-35%[59 µM]
CCCC(=O)NC(C)c1nc2ccccc2n1C (stereo not given),5%,-10%,39%[activator],-2%,7%,i,3%,-2%,-44%
NC(=O)C1(N2CCCCC2)CCN(Cc2ccc(F)cc2)CC1,-19%,52%[activator],21%,-1%,-8%,-7%,-2%,7%,-19%
Cc1ccc(F)cc1NC(=O)c1c(-c2ccccc2)noc1C,5%,14%,76%[activator],-2%,3%,i,8%,3%,-9%
Cc1cc(C)cc(OCC(=O)N2N=C(C(F)(F)F)CC2(O)C(C)(C)C)c1 (stereo not given),-3%,-2%,10%,-4%,-9%[57.1 µM],3%,3%,13%,1.6µM*
OC(COc1ccc(CNCc2cccnc2)cc1)CN1CCc2ccccc2C1 (stereo not given),0%,-17%,10%,7%,-30%,-3%,-5%,4%,-33%
CCn1c(=N)c(C(=O)NC)cc2c(=O)n3cccc(C)c3nc21,-26%,-2%,12%,89%[activator],-20%,-5%,17%,2%,-6%[59 µM]
CCOC(=O)Cc1csc(NC(=S)NC(=O)c2ccc([N+](=O)[O-])cc2)n1,?,1%,-13%,4%,-15%,-4%,0%,17%,4%[59 µM]
C#CCn1c(=NC(=O)c2ccc(Cl)s2)sc2cccc(OC)c21,-4%,-7%,21%,-13%,-4%,-9%,17%,-10%,-15%[59 µM]
Cc1cc(NS(=O)(=O)c2ccc(NC(=O)C(C)Oc3cc(C)c(Cl)c(C)c3)cc2)no1 (stereo not given),-23%,0%,9%,0%,-7%,5%,3%,1%,-3%
CCc1nnc(NC(=O)c2ncc(Cl)c(Cl)c2Cl)s1,8%,0%,27%,-1%,-7%,0%,7%,5%,31%
CCCCn1c(=N)n(CCCOc2ccc(F)cc2)c2ccccc21,-35%,-19%,9%,-11%,-9%,0%,1%,4%,-30%[59 µM]
CCCOc1ccc(/C(O)=C2/C(=O)C(=O)N(CCCn3ccnc3)C2c2ccco2)cc1 (stereo not given),-7%,14%,39%[activator],-1%,?,1%,-2%,3%,nt
CC1Cc2ccccc2N1C(=O)CSc1nnc(Cc2ccccc2)n1CCc1ccccc1 (stereo not given),-31%,0%,17%,-5%,-29%,-4%,16%,4%,-23%[59 µM]
CCc1cccc(C)c1NC(=O)CN1C(=O)NC(Cc2ccccc2)C1=O (stereo not given),-5%,64%[activator],23%,-7%,0%,1%,2%,0%,4%
COc1ccc(S(=O)(=O)N2CCN(c3ccccc3OC)CC2)cc1-c1noc(C)n1,?,72%[activator],23%,0%,-12%,-6%,-4%,3%,?
O=C(CNC(=O)c1ccccc1Cl)OCc1cc(=O)n2ccsc2n1,1%,-4%,49%[activator],0%,1%,-4%,-1%,4%,-3%[59 µM]
CCn1c(/C=C/Nc2ccccc2)[n+](CC)c2ccc(Cl)cc21,3%,35%[activator],7%,-4%,-23%,i,-3%,22%,45µM*
CCC1Oc2ccccc2N(CC(=O)NCCCN2CCC(C)CC2)C1=O (stereo not given),-2%,9%,28%,3%,-6%,-3%,-6%,-1%,11%[59 µM]
CCNC(=O)C12CCC(C)(C(=O)C1Br)C2(C)C (stereo not given),-1%,13%,19%,-11%,-12%,1%,8%,6%,-33%[59 µM]
CCn1cc(C(=O)NCCCN2CCCCCC2)c(=O)c2cc(S(=O)(=O)N3CCc4ccccc4C3)ccc21,-17%,?,9%,-15%,-34%,-5%,1%,7%,32µM*
O=C(CCCl)N(Cc1nc2ccccc2c(=O)[nH]1)Cc1cccs1,1%,156%[activator],32%,-1%,-6%,-2%,-6%,-10%,3%
Cc1cc(C)c2c(c1)/C(=c1/sc3n(c1=O)CN(c1ccccc1)CN=3)C(=O)N2,?,?,-5%,-13%,1%,-7%,0%,0%,?
Cn1c(Cc2ccccc2)nnc1SCC(=O)c1cccs1,0%,-4%,44%[activator],1%,-2%,-1%,-3%,-4%,50µM*
O=C(Cn1cncn1)N/N=C/c1ccncc1,-9%,35%,27%,2%,-13%,-5%,2%,0%,22%
COc1ccc2cc(C3(C)NC(=O)N(CC(=O)Nc4c(C)n(C)n(-c5ccccc5)c4=O)C3=O)ccc2c1 (stereo not given),-26%,-9%,23%,1%,-9%,-7%,-4%,-7%,36%[59 µM]

3 of the compounds above, with values under each structure:
Order of values: BAZ2B inh	POLI inh	HP1b chromo inh	BLM inh	JMJD2A Tudor inh	Tb PGK inh	Pin1 inhibitor	GLS inh	G9a block
CCc1cccc(C)c1NC(=O)CN1C(=O)NC(Cc2ccccc2)C1=O (stereo not given)
 : -5%	64%[activator]	23%	-7%	0%	1%	2%	0%	4%
Cn1c(Cc2ccccc2)nnc1SCC(=O)c1cccs1
 : 0%	-4%	44%[activator]	1%	-2%	-1%	-3%	-4%	50µM*
O=C(Cn1cncn1)N/N=C/c1ccncc1
 : -9%	35%	27%	2%	-13%	-5%	2%	0%	22%

(next part)
smiles,BAZ2B inh,POLI inh,HP1b chromo inh,BLM inh,JMJD2A Tudor inh,Tb PGK inh,Pin1 inhibitor,GLS inh,G9a block
O=C1C2C(C(=O)N1CC1CCCO1)C1C=CC2C12CC2 (stereo not given),3%,4%,43%[activator],2%,8%,-6%,2%,-9%,-1%[59 µM]
CCOC(=O)c1ccc(NC(=O)CSc2nccn2C)cc1,?,-1%,32%,0%,-21%,-3%,6%,3%,?
C=C1CCN([C@H](C(=O)NCc2ccc(Cl)c(Cl)c2)C(C)C)S(=O)(=O)c2ccccc21,0%,14%,76%[activator],-7%,2%,i,2%,1%,4%[12.7 µM]
CC(=O)Nc1ccc(CC(=O)NCCC(c2ccccc2)c2ccccc2)cc1,-12%,-7%,-25%,-2%,-19%,3%,6%,2%,17%
CCn1c(C)nc2cc(C(=O)N/N=C/c3ccccc3)ccc21,-1%,20%,-14%,-3%,-13%,-3%,-5%,-3%,9%
